# DNMT1 block: DNMT1 (human) enzyme inhibition | P26358 | DNMT1 molecular beacon, Hinp1I cleavage, fluorescence | inhibition (reported as % activation of signal), % at 10 µM | 0.83% of 360,000 active | AID 588458; in the data active means inhibition above about 50%
# Target sequence (P26358 504-1616 limits assumed): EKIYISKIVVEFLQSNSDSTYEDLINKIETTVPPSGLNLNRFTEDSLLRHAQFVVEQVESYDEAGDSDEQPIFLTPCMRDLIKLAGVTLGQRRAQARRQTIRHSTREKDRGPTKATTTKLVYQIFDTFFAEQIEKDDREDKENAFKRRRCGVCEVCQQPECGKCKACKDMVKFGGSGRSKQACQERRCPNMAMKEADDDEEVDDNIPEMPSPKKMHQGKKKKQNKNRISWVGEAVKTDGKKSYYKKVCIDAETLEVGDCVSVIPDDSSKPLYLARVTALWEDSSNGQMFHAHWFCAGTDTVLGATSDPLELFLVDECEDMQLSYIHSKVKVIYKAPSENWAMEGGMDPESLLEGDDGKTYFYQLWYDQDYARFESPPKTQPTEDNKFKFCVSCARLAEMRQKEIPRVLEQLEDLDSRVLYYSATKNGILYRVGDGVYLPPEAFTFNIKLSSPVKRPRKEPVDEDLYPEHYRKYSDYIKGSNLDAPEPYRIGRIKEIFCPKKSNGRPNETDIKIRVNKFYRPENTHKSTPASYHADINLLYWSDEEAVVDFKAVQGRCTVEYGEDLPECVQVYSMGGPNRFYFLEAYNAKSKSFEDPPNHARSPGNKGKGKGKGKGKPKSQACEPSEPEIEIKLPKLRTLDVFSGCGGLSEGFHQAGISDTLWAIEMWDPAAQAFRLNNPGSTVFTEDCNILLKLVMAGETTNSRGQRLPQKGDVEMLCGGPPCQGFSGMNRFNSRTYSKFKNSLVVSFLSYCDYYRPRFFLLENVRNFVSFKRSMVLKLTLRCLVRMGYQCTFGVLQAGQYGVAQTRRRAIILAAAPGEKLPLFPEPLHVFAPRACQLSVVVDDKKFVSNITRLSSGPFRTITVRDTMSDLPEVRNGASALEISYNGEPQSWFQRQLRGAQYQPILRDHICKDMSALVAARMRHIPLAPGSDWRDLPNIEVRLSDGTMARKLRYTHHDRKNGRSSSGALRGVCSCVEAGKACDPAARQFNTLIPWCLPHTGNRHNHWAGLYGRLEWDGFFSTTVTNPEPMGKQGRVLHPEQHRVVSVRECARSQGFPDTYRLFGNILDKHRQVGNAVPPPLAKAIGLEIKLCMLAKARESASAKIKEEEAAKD
# LMPTP inh: blocks human LMPTP phosphatase | recombinant LMPTP-A, OMFP fluorogenic substrate, fluorescence intensity | inhibition, % at 20 µM | 0.22% of 360,000 active | P24666;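 active means compounds that cut the enzyme signal by at least half of the control window in the single-dose screen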;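 further: plate controls were DMSO wells with enzyme plus substrate for no effect and substrate without enzyme for full effect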
#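 Test system – LMPTP-A phosphatase enzyme · Quantity – 0.625 nM LMPTP-A final · Reagent – OMFP substrate, 400 µM final · Dosing – one test concentration per compound, 20 µM, with 3% DMSO overall · Timing – 50 min enzyme reaction at room temperature, protected from light · Detection – fluorescence intensity · Controls – substrate-only low control, DMSO enzyme-plus-substrate high control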
# Rpn11 inh: blocks the human proteasome subunit Rpn11; human 26S proteasome, Ub4-pepOG fluorescence polarization; 20S core pre-blocked with epoxomicin; calls only at 20 µM; 0.59% of 360,000 active;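 active means inhibition at 20 µM, scaled to each plate's controls, above about 33%, limit read from the data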
# Scp1 inh: inhibitors of human Scp-1 phosphatase; Q9GZU7; Recombinant Scp1, phosphopeptide, malachite green phosphate absorbance; inhibition, % at 20 µM; 0.88% of 340,000 active;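 active means inhibition above about 50% at 20 µM, limit read from the data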;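 further: plate controls were DMSO wells with enzyme for no effect and wells lacking enzyme for full effect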
#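 Times: enzyme reaction 45 min at room temperature, colour 5 min, stabilisation 30 min. Material: SCP-1 catalytic fragment, aa 76-261. Medium: Acidic Tris acetate buffer with magnesium and detergent. Signal: colorimetric free-phosphate detection, absorbance 630 nm. Read-out basis: % inhibition of SCP-1 phosphate liberation. Reagent: Phosphorylated 17-residue peptide substrate.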
# Rin1 Abl inh: blocks binding of human Rin1 to Abl | P00519+Q13671 | TR-FRET Rin1/Abl binding, biochemical | inhibition, % at 7.35 µM | 0.4% of 360,000 active; in the data active means inhibition above about 5%, passing the limit was not always enough
# CSN inh: CSN deneddylation inhibition. Q92905. Purified CSN, SCF-Nedd8-OG deneddylation, fluorescence polarization. inhibition, % at 12.5 µM. 0.38% of 360,000 active;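 active means pattern-corrected inhibition above about 35%, with an unprinted fluorescence ratio check between 0.5 and 1.5, limit read from the data, passing the limit was not always enough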;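 further: 0% = enzyme with substrate and 100% = substrate without enzyme; some results filed as inactive read as strong as hits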
#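 assay system = purified human Csn5 enzyme expressed in HEK293T cells | amount = 0.24 nM enzyme | buffer or medium = Tris/NaCl/DTT buffer, pH 7.5 | reagent = 10 nM SCFSkp2-Nedd8OG | compound = one concentration, 12.5 µM, 0.25% DMSO | times = 90 min reaction at room temperature | signal = FP | read-out basis = % inhibition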
# NadD inh: NadD (S. aureus) enzyme inhibition. inhibition, % at 20 µM. 0.78% of 360,000 active. purified NadD enzyme, colorimetric absorbance read-out; in the data active means inhibition above about 26%; further: some compounds past the cut are filed as inactive
# SUMO1 PPI mod: alters human SUMO1 binding to SIM partners. P63165. SUMO1 binding to a labelled peptide, TR-FRET, 1 h. inhibition, % at 20 µM. 0.33% of 360,000 active; in the data active means inhibition above about 37%
# Neddylation inh: inhibitors of human cullin neddylation; TR-FRET cullin neddylation, biochemical; 0.58% of 360,000 active; P61081+Q13564; calls only at 25 µM; in the data active means inhibition above about 36%
# STEP inh: blocks human striatal-enriched tyrosine phosphatase; P54829; recombinant STEP, OMFP fluorogenic substrate, fluorescence; inhibition, % at 20 µM; 0.25% of 360,000 active;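 active means inhibition at 20 µM, scaled per plate between control wells, above about 37%, limit read from the data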;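 further: 0% = DMSO with enzyme and substrate and 100% = substrate only without enzyme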
#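 material = STEP tyrosine phosphatase | reagent = fluorogenic phosphatase substrate OMFP at 25 µM final | doses = single compound dose of 20 µM, 1% DMSO final | schedule = 20 min reaction, room temperature, in the dark | measured by = fluorescence, 480/540 nm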
# * marks the source's active call; other numbers are inactive results; i = inactive; · = not tested or not shown.
SMILES,DNMT1 block,LMPTP inh,Rpn11 inh,Scp1 inh,Rin1 Abl inh,CSN inh,NadD inh,SUMO1 PPI mod,Neddylation inh,STEP inh
Cc1cc(C)c(S(=O)(=O)c2ccccc2C)c(OCCN(C)C)n1,0,-2.2,i,-9,-1,3,-6,1,i,0
Cc1ccc(-n2nc(CC#N)c(C#N)c2N)cc1Cl,-4,-0.7,i,3,-3,-3,2,3,i,0
Cc1ccc(OCCNC(=O)C(C)SCC(=O)Nc2ccc(F)cc2)cc1 (stereo not drawn),-1,0.5,i,-10,3,-5,-7,0,i,-3
CN(C)C(=S)NC(=O)C12CC3(C)CC(C)(CC(C)(C3)C1)C2,-2,0.9,i,2,-2,0,-7,-1,i,2
Cc1ccccc1C(=O)NN1CCOCC1,5,-1.3,i,-11,0,0,2,1,i,0
COc1ccc(Nc2cc(C(=O)NCc3ccco3)c3ccccc3n2)c(OC)c1,-7,1.6,i,0,-6,-5,3,1,i,-3
COc1ccc(C(=O)NCC(C)NC(=O)c2ccc(OC)c(Br)c2)cc1Br (stereo not drawn),-2,1.2,i,-4,-2,-2,-13,-1,i,0
C=CCNC(=O)c1onc(CSc2ccncc2)c1C(=O)NCC=C,4,1.2,i,-1,0,-6,4,-1,i,-3
CN(C1CCS(=O)(=O)C1)S(=O)C12CC3CC(CC(C3)C1)C2 (stereo not drawn),2,-2.8,i,-7,0,-2,3,0,i,3
COc1ccccc1CNC(=S)Nc1cc(C)ccc1C,0,0.1,i,-7,4,-2,-1,1,i,0
CC1CC(C)CN(S(=O)(=O)c2ccc(NC(=O)CCNC(=O)c3ccc([N+](=O)[O-])cc3)cc2)C1 (stereo not drawn),-4,-1.7,i,-5,-2,-1,4,1,i,0
Cc1cc(C)nc(NC(=O)CCC2CCCC2)c1,1,0.2,i,0,1,0,-3,-1,i,-2
Cc1ccc(C2Nc3ccccc3C(=O)N2CCN2CCNC2=O)cc1 (stereo not drawn),-1,-0.1,i,4,0,-3,-2,0,·,1
O=Nc1c(-c2cccc([N+](=O)[O-])c2)nc2ncccn12,0,0.0,i,·,-2,6,7,-25,i,1
CCOc1ccccc1NC(=S)NCCc1ccccc1,-2,0.6,i,-1,-1,2,2,0,i,0
[O-]C(=C(C(=S)Nc1cccc2ccccc12)[n+]1ccccc1)c1ccc2c(c1)OCCO2,30,1.5,i,5,-1,8,24,-44,i,0
COCCCNC(=O)CCSc1ccc(Cl)cc1,8,-1.4,i,-1,5,0,-4,2,i,-4
Nc1nc(N)c2c(ccc3c2ccn3Cc2cccc([N+](=O)[O-])c2)n1,-10,69*,i,·,-12,15,2,10,i,8
CCOC(=O)C1(Cc2cccc(F)c2)CCN(Cc2cnc(C)s2)CC1,0,-0.3,i,-3,0,-7,-7,-6,i,-3
Cc1ccnc(NC(=O)COc2ccc(Cl)cc2)n1,0,-0.5,i,-9,-3,-4,-6,6,i,-2
COc1ccc(C)cc1NC(=O)C1CCCN(S(=O)(=O)c2ccc(-n3cnnn3)cc2)C1 (stereo not drawn),-4,1.4,i,-8,1,0,5,2,i,-2
C[C@H](NC(=O)N1CCn2c1nc1ccccc12)C(=O)N1CCCCC1,1,-0.2,i,-11,1,-3,-1,-2,i,2
NC(=O)c1c(NC(=O)c2cccnc2Cl)sc2c1CCCC2,10,-1.4,i,0,0,4,-2,3,i,-5
O=C(CN1CCCCC1)N1CCN(S(=O)(=O)c2ccccc2)C1,-3,-0.7,i,-3,2,-3,2,0,i,0
Cc1cc(C)nc(SCc2cc(=O)c(OC(=O)c3ccc(Br)o3)co2)n1,9,-0.6,i,1,-2,0,0,-3,i,1
Cc1ccc(S(=O)(=O)N2C(=O)CCC2C(=O)Nc2ccc3c(c2)OCCO3)cc1 (stereo not drawn),3,0.0,i,-2,3,-4,-1,0,i,-2
O=C(Nc1ccc(Cl)cc1C(F)(F)F)c1ccc(Cl)cc1,3,0.5,i,-2,-2,3,8,-3,i,-3
CCCCn1cnc2c1c(=O)n(CC(=O)c1cc(C)n(C)c1C)c(=O)n2CC(C)C,-4,0.2,i,2,-1,0,-1,-2,i,2
Cc1cccc(N2CCN(S(=O)(=O)c3c(C)[nH]c(C)c3C(=O)N3CCCC3)CC2C)c1 (stereo not drawn),-2,-0.3,i,-7,2,-2,-5,9,i,-2
COC(=O)C[N+](C)(C)C/C=C\c1ccccc1,1,-0.2,i,-6,1,-1,-10,-1,i,-3
O=C(Nc1cccc(O)c1)c1noc2c1CCCCC2,8,-2.1,i,-6,-4,-1,-3,2,i,-5
CC1(C)CCC[C@@]2(C)CC=C(C(=O)O)[C@@H]3C[C@]312,-1,-0.4,i,-10,-1,-1,3,2,i,0
COc1ccc(C)cc1NC(=O)CSc1ccc(-c2ccco2)nn1,8,2.7,i,0,-1,-2,0,1,i,2
O=C(COc1ccccc1Cl)N1CCNC1=O,-1,-1.4,i,-3,-4,-2,-2,2,i,-3
O=C(COC(=O)[C@@H]1CCCN1S(=O)(=O)c1ccccc1F)c1ccccc1,1,-0.4,i,-14,-1,-4,-4,-2,i,1
CCC(=O)NCCc1nc2cc(NC(=O)Nc3ccccc3)ccc2n1C,0,-1.1,i,-1,2,2,0,4,i,-3

# Sorted by molecular weight (highest first): part of the list above
SMILES,DNMT1 block,LMPTP inh,Rpn11 inh,Scp1 inh,Rin1 Abl inh,CSN inh,NadD inh,SUMO1 PPI mod,Neddylation inh,STEP inh
CCCCn1cnc2c1c(=O)n(CC(=O)c1cc(C)n(C)c1C)c(=O)n2CC(C)C,-4,0.2,i,2,-1,0,-1,-2,i,2
O=C(COC(=O)[C@@H]1CCCN1S(=O)(=O)c1ccccc1F)c1ccccc1,1,-0.4,i,-14,-1,-4,-4,-2,i,1
COc1ccc(C)cc1NC(=O)CSc1ccc(-c2ccco2)nn1,8,2.7,i,0,-1,-2,0,1,i,2
O=C(Nc1ccc(Cl)cc1C(F)(F)F)c1ccc(Cl)cc1,3,0.5,i,-2,-2,3,8,-3,i,-3
COC(=O)C[N+](C)(C)C/C=C\c1ccccc1,1,-0.2,i,-6,1,-1,-10,-1,i,-3

# Next part.
SMILES,DNMT1 block,LMPTP inh,Rpn11 inh,Scp1 inh,Rin1 Abl inh,CSN inh,NadD inh,SUMO1 PPI mod,Neddylation inh,STEP inh
CCc1ccc(-c2cc(C)no2)cc1S(=O)(=O)NCCc1ccccc1,1,2.5,i,-5,2,0,-10,5,i,1
Cc1cccc(/C=C/c2nc3ccccc3c(=O)[nH]2)c1,-4,0.7,i,-5,1,-8,-5,1,·,-1
COc1ccc(CC2C(=O)OC(C)(C)OC2=O)c(Cl)c1OC,-3,-1.1,i,-16,0,-3,-1,8,i,1
CC1CCN(S(=O)(=O)c2cccc(C(=O)N(C)C3CCS(=O)(=O)C3)c2)CC1 (stereo not drawn),-2,-2.6,i,-15,2,2,-3,1,i,-5
Cc1cccnc1C(NC(=O)C1CCN(Cc2ccc(Cl)cc2)CC1)c1ccc(F)cc1 (stereo not drawn),-2,-0.8,i,·,3,-1,-6,1,i,1
N=c1sccn1CC(=O)NCCc1ccc(Cl)cc1,-2,-2.3,i,-8,1,3,-5,3,i,-6
CCCCn1c(CCC(=O)O)nc2c1c(=O)[nH]c(=O)n2CCC,-5,-0.5,i,-2,1,3,-4,1,i,-4
OCCC1CN(Cc2c(O)ccc3ccccc23)CCN1CCc1ccccc1 (stereo not drawn),-15,2.8,i,1,4,-1,-1,-1,i,0
CCOC(=O)C(=O)N/N=C/c1cccc(Br)c1,2,-2.7,i,-4,0,0,8,-9,i,-3
Nc1ccc(C(=O)NCC(=O)O)cc1,2,-0.9,i,1,4,-2,0,3,i,-4
Cc1[nH]c2ccc(C(=O)OCCN(C)C)cc2c1C,4,0.4,i,0,-4,0,1,20,i,-2
O=Cc1cn(CC(=O)N2CCOCC2)c2ccccc12,2,0.2,i,-5,2,6,5,-5,i,1

# 3 of the entries above in order of the DNMT1 block value, low to high.
SMILES,DNMT1 block,LMPTP inh,Rpn11 inh,Scp1 inh,Rin1 Abl inh,CSN inh,NadD inh,SUMO1 PPI mod,Neddylation inh,STEP inh
CCCCn1c(CCC(=O)O)nc2c1c(=O)[nH]c(=O)n2CCC,-5,-0.5,i,-2,1,3,-4,1,i,-4
COc1ccccc1CNC(=S)Nc1cc(C)ccc1C,0,0.1,i,-7,4,-2,-1,1,i,0
CN(C1CCS(=O)(=O)C1)S(=O)C12CC3CC(CC(C3)C1)C2 (stereo not drawn),2,-2.8,i,-7,0,-2,3,0,i,3

# Next section
SMILES,DNMT1 block,LMPTP inh,Rpn11 inh,Scp1 inh,Rin1 Abl inh,CSN inh,NadD inh,SUMO1 PPI mod,Neddylation inh,STEP inh
COC(=O)c1cc(NC2c3ncccc3C(=O)N2Cc2ccccc2)cc(C(=O)OC)c1 (stereo not drawn),1,0.8,i,3,0,-1,-4,0,i,0
O=C(COc1ccc([N+](=O)[O-])cc1)N(Cc1ccccc1)Cc1ccccc1,0,-0.6,i,-2,2,-3,-5,-4,i,1
O=C(/C=C/c1cccc([N+](=O)[O-])c1)NCCSc1ccccc1,-2,2.3,i,-12,0,-5,-7,-21,i,-1
CCOc1ccc(NC(=O)N2CCC(C(=O)c3ccc(F)cc3)CC2)cc1,0,0.4,i,-6,3,-2,-5,-2,i,-1
COc1ccc(C2C(C#N)=C(N)Oc3cc(C)n(Cc4ccncc4)c(=O)c32)cc1 (stereo not drawn),0,1.0,i,-6,4,2,3,-8,i,-5
C=CC[N+](C)(C)CCN1C(=O)C2C(c3ccccc3)C=CC(c3ccccc3)C2C1=O (stereo not drawn),-7,-1.0,i,-4,1,2,-4,-1,i,0
COc1ccc(CCC(C)NCC2CCCCC2)cc1 (stereo not drawn),1,-1.6,i,-10,-1,-18,-1,2,i,0
COc1ccc(C2/C(=C(/O)c3ccc(Br)cc3)C(=O)C(=O)N2C)cc1OC (stereo not drawn),2,-2.5,i,1,-2,-3,2,-6,i,6
CC(C)=CCC[C@H](C)CC1Cc2[nH]c(=S)[nH]c(=O)c2C(c2ccc(F)cc2)O1 (stereo partly drawn),-4,2.7,i,·,6,8,7,3,i,2
CCc1ccc(NC(=O)C(=O)N/N=C(\C)CC(=O)Nc2ccc(OC)cc2)cc1,1,-0.9,i,6,0,-4,0,1,i,3
COc1ccc(-n2c(=S)[nH]c3cc(C(=O)NCCCN4CCCC4=O)ccc3c2=O)cc1OC,4,-0.8,i,0,2,1,-3,1,i,0
CCCC1CCC(=NNC(=O)OC(C)(C)C)CC1 (stereo not drawn),-2,-0.4,i,8,-2,1,0,0,i,-2
CCS(=O)(=O)C1=NSC2=NC(=O)/C(=C\c3cc(C)n(-c4cccc(OC)c4)c3C)C(=N)N21,-9,-0.3,i,-7,-5,7,26,-12,·,1
CC(NC(=O)COc1ccccc1)C(=O)NCc1ccc(S(N)(=O)=O)cc1 (stereo not drawn),0,-1.3,i,-1,-1,4,3,-1,i,-1
CC(=O)c1nn(-c2cccc(C)c2)cc1C(=O)c1cccc(Br)c1,2,-2.4,i,-6,2,2,-5,-4,i,0
O=C(COC(=O)c1cc(S(=O)(=O)N2CCCCC2)ccc1N1CCOCC1)NC1CCCCC1,1,-0.3,i,-27,-2,0,0,2,i,3

# Screening data: PubChem BioAssay, several laboratories
